Source: PubChem BioAssay (National Center for Advancing Translational Sciences (NCATS))
MCF10A rerep: induces DNA re-replication in MCF 10a normal breast cells; Potency, µM (series often up to 46.1 µM), for the others: top-dose activity, positive = re-replication, hits mostly activators; MCF 10A DNA re-replication, Hoechst nuclear intensity, 48 h; 350,000 compounds, 2.9% hits; AID 624296; note: potency is the fitted concentration of half-maximal effect; % of control where 0% means no effect; nearly all actives have a fitted effect of over 50% in size
KB-3-1 cytotox: kills parental KB-3-1 adenocarcinoma cells; Potency, µM (top dose mostly 46.1 µM), inactives show at the top dose activity change, negative = cytotoxic, actives largely listed as cytotoxic; AID 1347075; KB-3-1 viability, CellTiter-Glo ATP luminescence, 72 h; 400,000 compounds, 1.4% hits; note: potency is the fitted concentration of half-maximal effect; % is set by controls: 0 for no effect and ±100 for the full control effect; nearly all actives have a fitted effect of over 60% in size
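Cytotoxicity measured as CellTiter-Glo luminescence after 72 h at 37 C. Compound titrations were pinned onto drug-naive KB-3-1 parental adenocarcinoma cells grown in DMEM with 10% FBS, and normalized data fitted to concentration-response curves.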
HT1080NT lethal: kills 2HG-producing HT-1080-NT fibrosarcoma cells. AID 686970. Potency, µM (series often up to 46.1 µM), for the others: at the top dose activity, negative = less viability, actives largely listed as cytotoxic. 360,000 compounds, 1.6% hits. HT-1080-NT fibrosarcoma viability, CellTiter-Glo ATP luminescence, 48 h;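 note: NT is the 2HG producing partner of a matched IDH1 knockdown line; potency is the fitted concentration of half-maximal effect; 0% = DMSO-treated cells and -100% = media-only wells without cells; nearly all actives have a fitted effect of over 55% in size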
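Fibrosarcoma NT cells, 750 per well in 5% FBS RPMI, were exposed to compound for 48 hours. Viability: CellTiter-Glo luminescence.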
IL1B secr inh: inflammasome signaling inhibition, IL-1 beta readout; AID 743279; activity change, % at 57.5 µM; THP-1 LPS/ATP IL-1B secretion, AlphaLISA, 16 h; active compounds read low; 360,000 compounds, 4.7% hits; in the data active = activity change below about -50%; inconclusive = mostly about -30% to -49%; note: % is set by controls: 0 for no effect and ±100 for the full control effect
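Secreted IL-1B measured by AlphaLISA bead assay after 16 h compound exposure of THP-1 cells; compounds (final up to 57.5 uM) added 1 h before LPS (250 ng/mL) and ATP (1.25 mM) stimulation; lower signal means less secretion.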
SW480 rereplic: inducers of DNA re-replication in SW480 colon cancer cells; SW480 DNA re-replication, Hoechst DNA content imaging, 48 h; Potency, µM (doses to about 46.1 µM), for the others: at the highest dose re-replication activation, usual class: activators; 340,000 compounds, 1.8% hits; AID 624297; note: potency is the fitted concentration of half-maximal effect; % of control where 0% means no effect; nearly all actives have a fitted effect of over 55% in size
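Treated cells incubate 48 hr (37 C, 5% CO2), are stained 40 min with Hoechst, and nuclear fluorescence is enumerated; a rise in nuclei with high DNA signal marks re-replication.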
ATXN2 expr inh: inhibitors of ATXN2 expression. AID 1745845. Potency, µM (highest dose often 57 µM), for the others: at the top dose activity change, negative = inhibition, usual class: inhibitors. 360,000 compounds, 0.72% hits. HEK-293 ATXN2-luciferase reporter, luminescence, 24 h; note: potency is the fitted concentration of half-maximal effect; % is set by controls: 0 for no effect and ±100 for the full control effect; nearly all actives have a fitted effect of over 55% in size
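qHTS (up to 57 uM final) was run with 24 h compound exposure of reporter cells at 37 °C. Each well was multiplexed: SteadyGlo luminescence measured ATXN2-luciferase expression after a fluorogenic Gly-Phe-AFC viability readout (25 uM final).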
KB-V1 MDR tox: KB-V1 MDR subline cytotoxicity; KB-V1 MDR cells viability, CellTiter-Glo, 72 h; Potency, µM (doses to about 46.1 µM), without a hit: top-dose activity change, negative = cytotoxicity, actives largely listed as cytotoxic; 400,000 compounds, 3.4% hits; AID 1347076; note: potency is the fitted concentration of half-maximal effect; % is set by controls: 0 for no effect and ±100 for the full control effect; nearly all actives have a fitted effect of over 60% in size
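Following 72 h at 37 degrees C with compound, KB-V1 cell viability was read by CellTiter-Glo luminescence, medium being phenol-red-free DMEM plus 10% FBS; concentration-response parameters came from normalized, curve-fitted qHTS data.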
HT1080 IDH1KD tx: toxicity to HT-1080 IDH1 knockdown cells (counter line) | HT-1080 IDH1 knockdown viability, ATP luminescence, 48 h | Potency, µM (doses to about 46.1 µM), inactives show top-dose activity, negative = toxicity, hits mostly cytotoxic | 360,000 compounds, 2% hits;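 note: potency is the fitted concentration of half-maximal effect; 0% = DMSO wells and -100% = cell-free medium wells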
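Using the IDH1-knockdown HT-1080 line run in the same batch and compound series as the NT line, viability after 48 h at 37 °C was determined by CellTiter-Glo luminescence and expressed as % activity.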
ATXN viability: cell viability loss in ATXN counter-screen; Potency, µM (highest dose often 56.7 µM), hits mostly cytotoxic; 400,000 compounds, 0.49% hits; AID 651635; S2 cells (HEK-293 line with an ATXN2-luciferase reporter) viability, CellTiter-Fluor protease fluorescence, 24 h; note: potency is the fitted concentration of half-maximal effect; nearly all actives have a fitted effect of over 40% in size
* = called active by the depositor; i = inactive; u = inconclusive; x = not tested or not shown; & = joins results of further samples; ! = a repeat was not active; [ ] = another dose, or the depositor's remark. Unless noted, calls come from the whole dose curve; as a rule, active = well fitted curve in the direction sought with a large enough effect; inconclusive = small, poorly fitted or top-dose-only effect, or another doubt; inactive = no such curve, though single readings can be large; an effect the other way counts as inactive or inconclusive.

SMILES | MCF10A rerep | KB-3-1 cytotox | HT1080NT lethal | IL1B secr inh | SW480 rereplic | ATXN2 expr inh | KB-V1 MDR tox | HT1080 IDH1KD tx | ATXN viability
COc1cc2c(cc1OC)CN(C(=O)/C=C/c1cccc([N+](=O)[O-])c1)CC2 | u | u | 18% | 31 | u | -21% | u | 10% | u
O=C(Nc1ccccc1C(F)(F)F)c1cc2ccccc2o1 | -10% | 1% | 11% | 19 | -2% | x | 0% | 7% | u
CC(C)(C)c1nnc(NC(=O)C2c3ccccc3Oc3ccccc32)s1 | u | -2% | 0% | -3 | -12% | x | u | -11% | i
CCN(CC)CCSc1nc2ccccc2n1Cc1ccccc1 | 27% | 3% | -10% | -18 | -10% | u | -15% | -9% | i
CC1=NN(C(N)=S)C(=O)C1N=Nc1ccccc1 (stereo not drawn) | 3% | 0% | 8% | 10 | -2% | x | 8% | 3% | u
COc1ccc(OC)c(C(c2nnnn2C(C)(C)C)N2CCc3ccccc3C2)c1 (stereo not drawn) | u | 23µM* | u | u | u | 6% | u | u | i
COc1nc(NCCc2ccc(OC)c(OC)c2)nc(OC)n1 | -2% | 18% | 6% | -17 | -5% | -4% | 1% | 0% | i
CSc1ncccc1C(=O)Nc1ccc(S(=O)(=O)N2CCCC2)cc1 | 2% | 2% | -7% | -12 | -24% | -14% | 7% | 0% | i
COC(=O)c1ccccc1NC(=O)COC(=O)c1cccnc1 | 6% | 7% | 17% | 32 | -7% | -7% | 4% | 1% | i
Cc1nc(SCC(=O)N2CCOCC2)c2c(=O)n(C)c(=O)n(CC(C)C)c2n1 | 14% | -9% | 2% | 29 | -4% | 0% | -8% | 1% | i
CN(C[C@H](Cc1ccccc1)N(C[C@H](CC1CCCCC1)N(CCc1ccccc1)N=O)N=O)N=O | 10% | 4% | 18% | 11 | -23% | -2% | 0% | 14% | i
COc1ccc(F)cc1-c1cc(C(=O)NC2CCCCC2)[nH]n1 | x | 0% | u | -9 | x | 37%[activator] | 0% | 21% | i
Cc1ccccc1-c1nc(CN2CCC(C(=O)NCCCN3CCOCC3)CC2)c(C)o1 | 8% | 13% | 10µM* | -4 | 12% | -10% | 0% | -19% | i
Cc1ccsc1CN(C)CC(=O)Nc1ccc([N+](=O)[O-])cc1Cl | u | -19% | -20% | -79* | 18% | -13% | 2% | -8% | i
Cc1ccccc1NC(=O)COC(=O)C1CC2CCCC(C1)C2=O (stereo not drawn) | -3% | -4% | -7% | 1 | -7% | -6% | -4% | 0% | i
CCn1cc(C(=O)NCc2ccc(C)cc2)c(=O)c2cc(S(=O)(=O)N(C)C3CCCCC3)ccc21 | x | 10% | x | x | x | -22% | -7% | x | u
Cc1cc(C)c(NC(=O)CSc2nc3ncc(Br)cc3[nH]2)c(C)c1 | 14% | 3% | 19% | u | 0% | -6% | -11% | 4% | i
COc1ccc(-c2noc(CCC(=O)N3CCN(c4ccccc4OC)CC3)n2)cc1 | 11% | 9% | 4% | 0 | 2% | -18% | -5% | 8% | i
Cc1nc(N2CCN(c3ccccc3)CC2)nc2c1C(=O)CC(C)C2 (stereo not drawn) | u | 1% | 4% | 24 | -2% | -16% | u | 5% | i
CCCCCOc1ccc(NC(=O)C(=O)NCCCn2ccnc2)cc1 | u | 2% | -7% | 22 | 6% | -33% | u | -15% | u
NS(=O)(=O)c1cccc(NC(=O)CSc2nnnn2-c2ccccc2)c1 | u | 9% | 19% | 20 | 112% | -6% | u | -7% | i
CC1(C(=O)Nc2ccc3c(c2)OCCO3)CSCC(=O)N1CC(F)(F)F (stereo not drawn) | x | 9% | 16% | 24 | x | x | -8% | 4% | x
COc1cccc(CNC(=O)COC(=O)CCCNC(=O)c2ccc(Cl)cc2)c1 | 1% | 0% | 5% | 18 | -1% | 3% | 0% | 12% | u
COCCN(Cc1ccccc1)C(=O)c1cccc(S(=O)(=O)N(C)c2c(C)n(C)n(-c3ccccc3)c2=O)c1 | -1% | 15% | 5% | -12 | 1% | -4% | -28% | 0% | i
O=c1c2ccccc2cnn1-c1ccc(Cl)cc1 | -4% | -5% | -1% | 25 | 1% | 44%[activator] | 26% | -7% | i
CC1(C(=O)NS(=O)(=O)c2ccccc2)CCN1C(=O)C/C=C/c1ccccc1 (stereo not drawn) | x | 0% | 1% | -6 | x | -9% | 1% | 24% | i
CCOC(=O)C1CCCN(S(=O)(=O)c2cc(Br)cc3c2N(C(=O)CC)CC3)C1 (stereo not drawn) | -9% | -2%&10% | 5% | 19 | 10% | -8%&1% | -12%&-14% | 7% | i
CCOC(=O)CCC(NC(=O)CCC(=O)NC(CCC(=O)OCC)C(=O)OCC)C(=O)OCC (stereo not drawn) | 1% | 1% | 1% | 16 | 1% | -6% | 4% | 12% | i
COCc1cc(C)nc(SCC(=O)Oc2ccc(Cl)cc2)c1C#N | u | -9% | 7% | 10 | u | 14% | 8% | 6% | x
CCOc1ccc(C2Nc3ccccc3C(CC)(CC)O2)cc1 (stereo not drawn) | u | 7% | 5% | 12 | -63%[inhibitor] | -29% | -1% | 0% | u
COc1cc(NC(=O)CN2C(=O)c3ccccc3Sc3ccc(C(=O)N4CCCC4)cc32)cc(OC)c1 | x | -23% | x | x | x | 16% | -29% | x | i
Cc1ccc(-n2nnnc2SCC(=O)Nc2nc(-c3ccc(F)cc3)cs2)cc1C | u | 2% | u | 29 | -1% | u | -10% | u | u
CC(C)COc1ccc(CNC(=S)Nc2ccccc2)cc1Cl | u | -22% | -22% | u | u | -29% | 3% | u | i
O=C1CCCc2ccccc2N1Cc1cccc(Cl)c1 | 17% | -1% | -14% | 3 | -4% | -20% | -2% | -24% | i
CC1CN(C2CCN(S(=O)(=O)Cc3ccccc3)CC2)CC(C)O1 (stereo not drawn) | 0% | 9% | 4% | -18 | -3% | 5% | 2% | 5% | i
O=C(CN1CCN(c2ccc(O)cc2)CC1)NC(=O)NCc1ccco1 | 25% | -2% | 1% | 37 | -6% | -17% | 2% | -1% | i
Cc1ccc2cc(C#N)c(N3CCN(C(=O)c4cccs4)CC3)nc2c1 | 3% | -4% | 0% | 5 | -6% | -34% | u | 11% | i
CCN(CC)C(=O)c1ncn(Cc2ccccc2)c1C(=O)N(CC)CC | -2% | 22% | 0% | 20 | -7% | 1% | 13% | 0% | i
O=S(=O)(Nc1ccc(C(F)(F)F)cc1)c1ccc2c(c1)OCCO2 | x | u | x | x | x | -24% | u | x | i
NC(=O)c1ccccc1NC(=O)CS(=O)(=O)Cc1ccccc1 | u | 0% | -1% | 4 | 0% | -25% | -5% | 17% | i

An excerpt from above with just IL1B secr inh, SW480 rereplic and MCF10A rerep.
SMILES | IL1B secr inh | SW480 rereplic | MCF10A rerep
CC(C)COc1ccc(CNC(=S)Nc2ccccc2)cc1Cl | u | u | u
O=C1CCCc2ccccc2N1Cc1cccc(Cl)c1 | 3 | -4% | 17%

2 of the compounds above, as tab-separated lines:
Compound	MCF10A rerep	KB-3-1 cytotox	HT1080NT lethal	IL1B secr inh	SW480 rereplic	ATXN2 expr inh	KB-V1 MDR tox	HT1080 IDH1KD tx	ATXN viability
CC(C)COc1ccc(CNC(=S)Nc2ccccc2)cc1Cl	u	-22%	-22%	u	u	-29%	3%	u	i
O=C1CCCc2ccccc2N1Cc1cccc(Cl)c1	17%	-1%	-14%	3	-4%	-20%	-2%	-24%	i

Additional compounds.
SMILES | MCF10A rerep | KB-3-1 cytotox | HT1080NT lethal | IL1B secr inh | SW480 rereplic | ATXN2 expr inh | KB-V1 MDR tox | HT1080 IDH1KD tx | ATXN viability
Cc1nnn(-c2nonc2N)c1C(=O)NNC(=O)c1ccc(Cl)c(Cl)c1 | 0% | 0% | -8% | -22 | -5% | -9% | -39% | 1% | i
N#CC1(NC(=O)COc2ccc(C(N)=O)cc2)CCCC1 | 7% | 2% | -3% | 0 | 6% | x | -3% | 14% | i
CC1=C(/C=C/C(C)=C/C=C/C(C)=C/C(=O)Nc2ccc(O)cc2)C(C)(C)CCC1 | -43%[inhibitor] | u | 15µM* | -77* | u | 20µM*! | u | 16µM* | 28µM*
COC(=O)[C@@]12C[C@@H](CC(=O)NCC3CCCCC3)C(=O)N(CCc3ccc(OC)c(OC)c3)C1=CCC(C)(C)C2 | x | -28% | u | u | x | x | u | u | x
Cc1cccc(Cc2nnc(NC(=O)c3cccc(S(=O)(=O)N4CCOCC4)c3)s2)c1 | 7% | 3% | -15% | 13 | 2% | -3% | 3% | -26% | i
CCOC(=O)COc1ccc(F)cc1C(=O)c1ccn2nc(-c3ccc(C)cc3)cc2n1 | x | 27% | x | x | x | 11% | u | x | i
O=C(N/N=C\c1ccc(Sc2ccccn2)o1)c1cccc(F)c1 | -1% | 11% | -1% | -5 | -3% | 2% | u | -2% | i
COc1nonc1NCn1nc(C)cc1C | 15% | -4% | 0% | 9 | -10% | -2% | -4% | -6% | i
COc1ccc(-c2coc3c(C(=O)NCC4CC4)cccc23)c(C)c1 | x | -11% | u | 0 | x | u | -20% | u | u
COC(=O)C[C@@H]1CC[C@@H](NC(=O)Nc2cc(F)ccc2F)[C@@H](CO)O1 | x | 1% | 14% | -12 | x | x | -2% | 10% | x
COc1ccc(N2CCN(C(=O)C3CCN(S(=O)(=O)c4ccc5c(c4)oc(=O)n5C)CC3)CC2)cc1 | -1% | -2% | 4% | 4 | -29% | x | 22% | 3% | i
CCN(CC(=O)Nc1c(F)cccc1F)C(=O)c1cccc(S(=O)(=O)N(C)c2ccccc2)c1 | 1% | -2% | 1% | -5 | -90%[inhibitor] | -9% | -19% | -8% | i
CCOC(=O)c1oc2nc(C(C)C)c3c(c2c1N)CCC3 | 2% | 0% | 3% | -5 | -8% | -3% | -22% | 1% | i
CCOc1ccc(NC(=O)NNC(=O)c2ccc3ccccc3c2O)cc1 | 2% | 27% | -2% | 36 | 3% | 12% | u | 4% | i
CS(=O)(=O)N1CCCC(C(=O)NCc2ccccn2)C1 (stereo not drawn) | -4% | -4% | -24% | 2 | 7% | -7% | -1% | 13% | i
